# SIRT5 inh: inhibitors of human sirtuin-5 desuccinylase; Q9NXA8; Purified SirT5, succinyl-peptide AMC, trypsin-coupled fluorescence; inhibition, % at 15 µM; actives 1.1% (n = 330,000); in the data active means inhibition above about 15%; inconclusive means no clear call, values can overlap the other calls
# Target sequence (Q9NXA8 whole entry, looked up): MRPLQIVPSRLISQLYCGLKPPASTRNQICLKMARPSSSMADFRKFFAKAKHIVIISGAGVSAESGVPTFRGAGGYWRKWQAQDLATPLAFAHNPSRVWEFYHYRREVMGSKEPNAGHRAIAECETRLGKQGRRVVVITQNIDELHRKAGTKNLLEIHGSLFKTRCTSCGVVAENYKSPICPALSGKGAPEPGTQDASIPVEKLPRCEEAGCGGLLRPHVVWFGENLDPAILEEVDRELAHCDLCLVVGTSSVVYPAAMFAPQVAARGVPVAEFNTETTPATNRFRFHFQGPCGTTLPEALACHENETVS
# DENV2 CPE rescue: inhibitors of DENV2 cytopathic effect | DENV2-infected cells, cytopathic effect rescue, plate reader | CPE inhibition, % at 9.99 µM | actives 1.7% (n = 350,000); in the data active means CPE inhibition above about 20%, passing the limit was not always enough; inconclusive means no clear call, values can overlap the other calls; tested in BHK-21 cells;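 further: 0% = median of neutral control wells and 100% = median of positive control wells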
# LGR2 antag: inhibitors of bursicon-induced Drosophila LGR2 receptor cAMP signaling; HEK293 LGR2, CRE-luciferase, bursicon-stimulated, 4 h; inhibition, % at 9.99 µM; actives 0.35% (n = 380,000);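 active means drop in luminescence signal, shown as inhibition above about 50% in the replicate tests, limit read from the data, passing the limit was not always enough; inconclusive means probably only some replicates passing the limit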;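 further: agonist challenge used bursicon conditioned medium at about half maximal strength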
# ARNT-TACC3 inh: disruptors of human ARNT/TACC3 interaction. inhibition, % at 9.99 µM. AID 623870. actives 0.66% (n = 390,000). AlphaScreen His-ARNT PAS-B/GST-TACC3 binding, luminescence; TACC3 fragment carries E629A point mutation. Q9Y6A5;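 active means mean inhibition of replicates at least 50% and at least half of replicates each reaching 50%; inconclusive means half or more replicates reach 50% but mean below 50%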;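 further: 0% = complete ARNT plus TACC3 wells and 100% = ARNT alone without TACC3; many hits fall short of the cut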
# Casp6 inh: inhibitors of human caspase-6 | P55212 | purified caspase-6, Z-VEID-R110 cleavage fluorescence | inhibition, % at 12.5 µM | actives 0.53% (n = 350,000) | AID 686996;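 active means mean inhibition across replicates at least about 35%, with every replicate also reaching that limit, limit read from the data; inconclusive means only one of the two criteria met; inactive means neither criterion met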;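 further: 0% = median of neutral control wells and 100% = no fluorescence left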
# Target sequence (P55212 24-179 limits assumed): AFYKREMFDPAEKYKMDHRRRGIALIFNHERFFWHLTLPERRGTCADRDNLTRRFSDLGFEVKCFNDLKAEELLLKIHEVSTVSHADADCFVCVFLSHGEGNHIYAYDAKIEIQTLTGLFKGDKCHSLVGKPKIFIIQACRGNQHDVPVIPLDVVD
# Target sequence (P55212 194-293 limits assumed): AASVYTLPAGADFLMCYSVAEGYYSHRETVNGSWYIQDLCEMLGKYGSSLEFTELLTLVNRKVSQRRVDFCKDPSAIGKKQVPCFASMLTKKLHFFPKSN
# PAX8 reporter: PAX8 transcriptional activity inhibition; RMG-I TPO-luciferase reporter, SteadyGlo, 24 h; inhibition, % at 12.6 µM; AID 652154; actives 1.2% (n = 360,000);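 active means mean replicate inhibition at least 60% with every replicate also reaching 60%; inconclusive means only one of the two criteria is met; inactive means mean below 60% and not all replicates reaching 60%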;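 further: luciferase light reporting Pax8 driven TPO promoter activity; plate controls were median of neutral control wells for no effect and mitoxantrone controls for full effect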
# EWS-Fli inh: blocks EWS/Fli oncoprotein-driven transcription; AID 651661; actives 0.67% (n = 350,000); inhibition, % at 12.6 µM; A673 NR0B1-luciferase reporter, viability-normalised;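 active means mean inhibition of at least 50% after viability correction, with every replicate also passing that limit; inconclusive means mean reaches 50% but only one of two replicates passes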;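 further: firefly luciferase signal divided by Alamar Blue viability fluorescence both relative to DMSO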
# Active calls of the source: *; u = inconclusive; x = no result given.
# Second line of a record: SIRT5 inh, DENV2 CPE rescue, LGR2 antag, ARNT-TACC3 inh, Casp6 inh, PAX8 reporter, EWS-Fli inh
Cc1cc(-c2c(C(=O)N3CCOCC3)c(C)nn2-c2cccc(C(F)(F)F)c2)no1
    7, -5, x, 6, -1, 0, 6
COc1ccc(C(CC(=O)Nc2cc([N+](=O)[O-])ccc2OC)c2ccccc2)cc1 (stereo not given)
    x, 3, 11, 0, -1, 38, 6
O=C(Nc1cccc(C(=O)Nc2ccccc2C(=O)O)c1)c1cccc(Cl)c1
    1, 3, 12, 1, 12, 8, 2
Cc1nn(C)c(Cl)c1CN1CCN(CCC(C)C)C(CCO)C1 (stereo not given)
    1, -1, -1, -2, 8, 5, 16
O=C(c1ccccc1)c1ccc2c(c1)OCCOCCOCCO2
    -1, 0, 2, 0, -2, -4, -13
Cc1c(Cl)cccc1NC(=O)CSc1nncn1-c1cccnc1
    x, -3, 0, -1, -4, 9, -3
C[C@@H]1CN([C@H](C)CO)S(=O)(=O)c2ccc(-c3cccc(C#N)c3)cc2O[C@H]1CN(C)Cc1ccccn1
    7, -7, -8, -7, 3, 38, 57
COc1ccc(NC(=O)c2cc(-c3ccc4c(c3)OCO4)on2)cc1
    -3, 5, 14, -1, -4, -14, -1
O=C1CSC(c2cccc([N+](=O)[O-])c2)N1c1ccccc1F (stereo not given)
    0, 5, -22, 5, 1, 6, 7
CC(=O)c1c(C)[nH]c(C(=O)OCc2csc(CC(=O)Nc3ccccc3C)n2)c1C
    2, 2, -4, -1, -3, 33, 5
O=C(NCCN1CCCC1)C(c1ccccc1)c1ccccc1
    x, -1, 13, -4, -10, 9, 13
COCCn1c(C)cc(C(=O)CN2CCCCC2)c1C
    -1, -2, 28, 13, -3, -30, -5
COc1ccc(N(CC(=O)N/N=C/c2ccco2)S(=O)(=O)c2ccccc2)cc1Cl
    3, -1, 14, 8, 0, 13, -3
Cc1noc(C)c1NC(=O)N(C)C[C@@H]1Oc2c(NC(=O)NC3CCCCC3)cccc2C(=O)N([C@@H](C)CO)C[C@H]1C
    -4, -7, 18, -9, 0, x, -4
CCOC(=O)C1=C(CS(=O)(=O)c2ccccc2)NC(=O)NC1c1cc(OC)c(O)c(OC)c1 (stereo not given)
    -3, 11, -3, -1, 1, -18, x
CCCCC(=O)Nc1nnnn1CCC
    -6, -3, -10, 1, -4, 34, 7
Cc1ccccc1S(=O)(=O)NCC[C@@H]1CC[C@H](NC(=O)C2CC2)[C@@H](CO)O1
    3, -1, -6, 0, -4, 2, 3
CC[C@@]1(C(=O)OC)N[C@H](CN(C)C(=O)Nc2ccc(C(F)(F)F)cc2)[C@@H]2C(=O)N(Cc3ccccc3)C(=O)[C@@H]21
    -1, u, 20, 1, 0, 11, 3
CN(C)S(=O)(=O)c1ccc2c(c1)Cc1cc(S(=O)(=O)N(C)C)ccc1-2
    -4, 3, 11, -9, 2, 31, 13
O=C(Cn1c2ccccc2c2nc3n(c(=O)c21)CCS3)Nc1ccccc1C(F)(F)F
    8, -1, -3, -11, 3, -1, -1
COc1ccc(OCc2n[nH]c(=S)n2-c2ccc(C)cc2)cc1
    -3, -4, 11, -15, 3, 13, 6
Cc1ccc(-c2cc(C(=O)N3CC(C)CC(C)C3)c3ccccc3n2)o1 (stereo not given)
    -20, -6, 17, -1, 7, 25, 4
C[C@H]1CN([C@@H](C)CO)C(=O)c2cccc(N(C)C)c2O[C@@H]1CN(C)C(=O)Nc1ccc(C(F)(F)F)cc1
    5, -6, 4, -13, 8, 8, -12
O=C(NCC(F)(F)F)[C@H]1[C@H](CO)[C@H]2Cn3c(cccc3=O)[C@H]2N1CCC(F)(F)F
    4, -4, -19, x, -2, x, -4
COC(=O)C1C2OC(C(Br)C2Br)C1C(=O)OC (stereo not given)
    x, -1, -7, x, 1, -12, -8
CCOC(=O)c1ncccc1NC(=O)CC(=O)Nc1cccnc1C(=O)OCC
    -1, -4, x, x, 4, -18, 3
COC(=O)C1=C(C)N(Cc2ccccc2C(F)(F)F)C(=NCc2ccccc2C(F)(F)F)NC1c1ccc(C(F)(F)F)cc1 (stereo not given)
    0, 13, 13, x, 0, -15, -6
COCc1nnc(NC(=O)CCc2ccc(OC)cc2)s1
    -6, 1, 13, -4, -3, 12, 9
O=C(Nc1ccnn1C1CCN(C2CCCC2)CC1)c1ccccc1
    0, 14, 4, -4, -8, 0, x
S=C(NCCOCCOCCNC(=S)Nc1ccccc1)Nc1ccccc1
    -1, 3, -1, -2, -3, 12, 21
COC(=O)C1CCN(S(=O)(=O)c2cn(C)c(=O)n(C)c2=O)CC1
    0, 11, x, -3, 1, 2, 7
COc1cc(C(=O)NCCc2ccc3c(c2)OCO3)cc(OC)c1OC
    x, -1, 28, -5, -7, -14, 8
N#C[C@H]1[C@@H](c2ccc(C#Cc3ccccc3F)cc2)[C@@H](CO)N1C(=O)C1CCCC1
    0, 33*, 16, x, 1, x, 3
COCCN1C(=O)C(O)=C(C(=O)c2ccco2)C1c1cccc(Oc2ccccc2)c1 (stereo not given)
    x, x, -10, 1, 6, x, x
COCC(=O)Nc1ccc2c(c1)C(=O)N(C)[C@H]1CC[C@@H](CC(=O)NCC(F)(F)F)O[C@H]1CO2
    -1, 5, 13, 5, 1, -2, 2
COc1ccc2c3c(n(C)c2c1)[C@@H](CO)N(Cc1cccc(Cl)c1)CC31CCN(C(C)=O)CC1
    1, 2, 8, x, 2, x, 19
COc1ccc(N(CC(=O)N2CCN(c3ccccc3)CC2)S(=O)(=O)c2c(C)noc2C)cc1
    -3, -4, x, 0, 1, 12, 4
Cc1nc(C)n(CCNC(=O)c2ccco2)n1
    x, 0, -6, -1, 1, -2, 2
C[C@@H]1CN([C@H](C)CO)C(=O)Cc2cc(NC(=O)Cc3cn(C)c4ccccc34)ccc2O[C@@H]1CN(C)Cc1ccc2c(c1)OCO2
    3, -8, 12, 28, 0, 15, 2
NNC(=O)COc1cccc(C(F)(F)F)c1
    0, 3, -1, 5, 0, -5, 5
CCC(C)C(NC(=O)OCc1ccccc1)C(=O)NC(Cc1ccc(O)cc1)C(=O)OC (stereo not given)
    1, x, 11, -9, 1, 8, -1
O=C(Nc1cnc2ccccn2c1=O)c1ccc(Cl)cc1Cl
    -2, -7, 71*, -11, 1, -34, 41
O=C(c1cccs1)N1CC=C(c2ccccc2)CC1
    -3, 0, -18, -2, -4, -48, -36
C=CCOc1ccccc1CN1CCC(Oc2ccc(C(=O)N3CCCCC3)cc2)CC1
    -1, u, -1, 1, -6, 21, x
C#CCN1C(=O)S/C(=C\c2ccc(-c3ccc(C(=O)O)cc3C)o2)C1=O
    x, -4, -69, -7, 58*, -118, -37

# Following part.
SMILES | SIRT5 inh | DENV2 CPE rescue | LGR2 antag | ARNT-TACC3 inh | Casp6 inh | PAX8 reporter | EWS-Fli inh
COc1ccccc1NS(=O)(=O)c1cc(NC(=O)C2CCCC2)ccc1N1CCOCC1 | x | 4 | 5 | 4 | -5 | -6 | -13
Cc1ccccc1-c1nc(NC(C)C)nc2cc(-c3ccccc3)sc12 | -3 | u | -10 | x | -2 | 6 | 7
COc1cccc(OCC(=O)NC2CCCCC2)c1 | -1 | x | 2 | -3 | 13 | x | -14
CC(OC(=O)c1ccccn1)C(=O)Nc1ccc2c(c1)OCCO2 (stereo not given) | -8 | -2 | 9 | x | -2 | -9 | -23
N#C[C@@H]1[C@H](c2ccccc2C2=CCCCC2)[C@@H](CO)N1S(=O)(=O)c1cccc(F)c1 | -2 | -6 | 24 | x | 0 | x | -4
COc1ccccc1-c1ccc(C2[C@H]3CNC[C@@H]2N3S(=O)(=O)c2ccccc2OC)cc1 (stereo not given in full) | 3 | -1 | 11 | x | -1 | -14 | 1
CC1=NN(C(=O)c2nn(C)cc2Br)C(O)(C(F)(F)F)C1 (stereo not given) | -2 | 10 | -3 | -3 | 2 | -9 | -2
CC1(C)CC(=O)C2=C(C1)Nc1ccccc1NC2c1cccc(F)c1 (stereo not given) | 4 | 3 | 3 | 6 | 0 | -22 | 6
CC(C)CNS(=O)(=O)c1ccc(S(=O)(=O)N2CCCN(Cc3ccccc3)C2)cc1 | 1 | 7 | x | -1 | -3 | x | 7
CC(C)(CO)NS(=O)(=O)c1ccc2c(c1)Cc1cc(S(=O)(=O)NC(C)(C)CO)ccc1-2 | -2 | u | 7 | -1 | 1 | -3 | 11
COc1ccc(N2C(=O)CC(N3CCN(c4cccc(Cl)c4)CC3)C2=O)cc1 (stereo not given) | -7 | 4 | 7 | 0 | -4 | -15 | -10
COc1ccccc1NC(=O)c1nn(C)c(C(=O)Nc2ccccc2OC)c1[N+](=O)[O-] | 0 | 12 | -2 | -3 | -2 | -2 | -1
COC(C[C@@H](O)C[C@@H](O)[C@@H](C)OCc1ccccc1)OC | x | -1 | 2 | -1 | 1 | 3 | -16
OCCCNC(=S)NC1CCCC1 | -1 | 2 | -7 | -3 | -1 | -5 | 14
Cc1cc(C(=O)OCC(=O)Nc2cc(C)on2)c2ccccc2n1 | -2 | x | 9 | 35 | 0 | x | x
COc1ccc(CN(C)C(=O)C2CSC3(C)CCC(=O)N23)cc1OC (stereo not given) | -3 | 0 | -8 | 3 | 1 | -17 | 0
Cc1ccc(CCSc2ccc(C(C)C)cc2)cn1 | 0 | 1 | -9 | -11 | -1 | -1 | -14
CN(C)c1ccc(C=NNC(=O)c2cccnc2)cc1 | 0 | -3 | -35 | -3 | 0 | -57 | -57
CCN(Cc1ccccc1)C(=O)CCNS(=O)(=O)c1cc(Br)cnc1N | 0 | -1 | 1 | 1 | -4 | 10 | x
O=C(Nc1cccc(Cl)c1)ON=C1c2ccccc2-c2ccccc21 | 2 | -4 | -15 | -1 | 1 | x | -41
C[C@H](CO)N1C[C@H](C)[C@@H](CN(C)Cc2ccc(C(=O)Nc3ccccc3N)cc2)Oc2c(NC(=O)C3CCOCC3)cccc2C1=O | x | -6 | -10 | 10 | 0 | x | 12
O=C(C1CCCC1)N1C[C@@H]2[C@H](c3ccccc31)[C@@H](CO)N2C(=O)c1ccccc1 | 0 | -5 | 4 | 3 | -2 | -3 | -8
CN(C)c1ccc(-c2ccnc3c2CC(C)(C(=O)Nc2ccc4c(c2)OCO4)O3)cc1 (stereo not given) | 6 | -3 | 8 | x | 6 | -4 | 2

# 4 entries from above, with each value named.
COc1ccc2c3c(n(C)c2c1)[C@@H](CO)N(Cc1cccc(Cl)c1)CC31CCN(C(C)=O)CC1
  SIRT5 inh = 1; DENV2 CPE rescue = 2; LGR2 antag = 8; ARNT-TACC3 inh = x; Casp6 inh = 2; PAX8 reporter = x; EWS-Fli inh = 19
CCN(Cc1ccccc1)C(=O)CCNS(=O)(=O)c1cc(Br)cnc1N
  SIRT5 inh = 0; DENV2 CPE rescue = -1; LGR2 antag = 1; ARNT-TACC3 inh = 1; Casp6 inh = -4; PAX8 reporter = 10; EWS-Fli inh = x
O=C(Nc1ccnn1C1CCN(C2CCCC2)CC1)c1ccccc1
  SIRT5 inh = 0; DENV2 CPE rescue = 14; LGR2 antag = 4; ARNT-TACC3 inh = -4; Casp6 inh = -8; PAX8 reporter = 0; EWS-Fli inh = x
Cc1ccccc1-c1nc(NC(C)C)nc2cc(-c3ccccc3)sc12
  SIRT5 inh = -3; DENV2 CPE rescue = u; LGR2 antag = -10; ARNT-TACC3 inh = x; Casp6 inh = -2; PAX8 reporter = 6; EWS-Fli inh = 7

# Complete entries from above.
# N#C[C@@H]1[C@H](c2ccccc2C2=CCCCC2)[C@@H](CO)N1S(=O)(=O)c1cccc(F)c1 is listed as SIRT5 inh = -2; DENV2 CPE rescue = -6; LGR2 antag = 24; ARNT-TACC3 inh = x; Casp6 inh = 0; PAX8 reporter = x; EWS-Fli inh = -4
# C[C@H](CO)N1C[C@H](C)[C@@H](CN(C)Cc2ccc(C(=O)Nc3ccccc3N)cc2)Oc2c(NC(=O)C3CCOCC3)cccc2C1=O is listed as SIRT5 inh = x; DENV2 CPE rescue = -6; LGR2 antag = -10; ARNT-TACC3 inh = 10; Casp6 inh = 0; PAX8 reporter = x; EWS-Fli inh = 12

# From PubChem
